Lmaj promast: inhibitors of Leishmania major promastigote growth | Leishmania major promastigotes, resazurin fluorescence viability | inhibition, % at 10 µM | 200,000 compounds, 9% hits; in the data active means inhibition above about 50%;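 further: promastigotes grown with compound for 44 hours at 28 °C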
PPARg SRC-2 ag: promotes SRC-2 coactivator recruitment by human PPARgamma; 200,000 compounds, 0.34% hits; AID 1032; P37231; PPARgamma LBD-SRC-2 recruitment, biochemical; activation, % at 8 µM; in the data active means activation above about 22%;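 further: 0% = vehicle and 100% = reference agonist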
PPARg SRC-3 ag: agonists of human PPARgamma SRC-3 coactivator recruitment; biochemical PPARgamma/SRC-3 coactivator recruitment assay; activation, % at 8 µM; 200,000 compounds, 0.26% hits; AID 731; in the data active means activation above about 23%;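 further: 0% = DMSO and 100% = reference agonist; some compounds past the cut are filed as inactive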
Redox H2O2 prof: compounds producing H2O2 with reducing agent – biochemical, NIH compound library profiling, artefact control for MLSCN library redox annotation, primary screen | DTT-dependent redox cycling H2O2, phenol red/HRP absorbance; 100% = 100 µM peroxide control, 0% = buffer | activation, % at 10 µM | 200,000 compounds, 0.03% hits | AID 878;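 active means activation of at least 50% relative to the plate's high and low controls in the primary single-dose screen; inactive means activation below 50%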;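 further: compound incubated with DTT at 0.8 mM final as the reducing agent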
TR-FRET SRC-2 ct: flags TR-FRET format artefacts in PPARgamma SRC-2 recruitment agonist screen; TR-FRET artefact counter-screen; active compounds read high; 200,000 compounds, 0.4% hits; TR-FRET ratio at 8 µM; in the data active means TR-FRET ratio above about 2000; further: inactives centre near 1500; reference of the scale not given here
S1P3 antagonist: antagonists of human S1P3 receptor. inhibition, % at 4.98 µM. CHO S1P3 NFAT-BLA reporter, FRET fluorescence, antagonist mode. Q99500. 170,000 compounds, 0.27% hits;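 active means inhibition above the plate cutoff, the mean inhibition of test wells on that plate plus 3 SD, cut at about 28% in these data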;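 further: cells challenged with S1P at its EC80 of 0.8 µM; blue over green emission ratio from cleaved BLA substrate after 4 h stimulation; 0% = S1P-stimulated wells and 100% = unstimulated DMSO-only wells; some compounds past the cut are filed as inactive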
Target sequence (Q99500 whole entry, looked up): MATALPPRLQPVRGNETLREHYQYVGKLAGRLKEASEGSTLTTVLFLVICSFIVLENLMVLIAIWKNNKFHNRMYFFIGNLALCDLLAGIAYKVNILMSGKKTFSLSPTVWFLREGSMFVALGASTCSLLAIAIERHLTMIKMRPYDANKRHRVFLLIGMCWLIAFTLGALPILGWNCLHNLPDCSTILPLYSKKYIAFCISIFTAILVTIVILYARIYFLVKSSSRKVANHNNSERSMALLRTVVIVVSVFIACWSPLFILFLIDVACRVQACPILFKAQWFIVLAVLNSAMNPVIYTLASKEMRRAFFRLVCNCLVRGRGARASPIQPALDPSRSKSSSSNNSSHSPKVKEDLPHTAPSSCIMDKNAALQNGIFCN
ROMK primary: modulators of human ROMK potassium channel; Tet-inducible ROMK, thallium flux fluorescence; actives lie on both sides; P48048; B-score at 10 µM; AID 1918; 130,000 compounds, 2% hits;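 active means signal ratio slope over the read window, or its plate-corrected B-score, at least 3 SD from the plate mean, either direction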;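 further: B-score of the F/F0 ratio slope over 7 to 12 s after thallium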
Target sequence (P48048 whole entry, looked up): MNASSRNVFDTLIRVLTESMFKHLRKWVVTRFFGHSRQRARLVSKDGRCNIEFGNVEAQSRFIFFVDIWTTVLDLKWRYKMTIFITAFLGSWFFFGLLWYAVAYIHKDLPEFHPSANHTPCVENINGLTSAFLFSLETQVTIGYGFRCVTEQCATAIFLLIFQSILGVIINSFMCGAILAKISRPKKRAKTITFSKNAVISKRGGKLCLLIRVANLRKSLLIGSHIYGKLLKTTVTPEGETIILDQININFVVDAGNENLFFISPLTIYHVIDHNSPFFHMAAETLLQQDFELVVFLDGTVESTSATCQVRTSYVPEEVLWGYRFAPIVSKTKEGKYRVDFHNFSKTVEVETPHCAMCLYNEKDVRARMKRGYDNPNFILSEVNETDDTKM
PPARg SRC-1 ag: promotes SRC-1 coactivator recruitment by human PPARgamma | P37231 | PPARgamma-SRC-1 coactivator recruitment biochemical assay | activation, % at 8 µM | 200,000 compounds, 0.41% hits; in the data active means activation above about 19%;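 further: 0% = DMSO and 100% = reference agonist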
bIAP act: increases bovine intestinal alkaline phosphatase activity; activation factor at 20 µM; 200,000 compounds, 0.17% hits; purified bovine IAP, CDP-star luminescence, 30 min; active compounds read high; fold of DMSO-control signal, blank-subtracted;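 active means activation factor of 2 or more at 20 µM, a signal rise over negative controls twice the positive control's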
TLR4 MyD88 comp: blocks binding of human TLR4 to MyD88; O00206+Q99836; HeLa CL3-4 TLR4/MyD88 BLA complementation, FRET ratio; inhibition, % at 8.4 µM; 200,000 compounds, 0.18% hits; in the data active means inhibition above about 25%;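 further: 0% = vehicle and 100% = reference inhibitor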
bIAP inhibitor: blocks bovine intestinal alkaline phosphatase activity; 190,000 tested, under 10 active; purified bovine IAP, CDP-star luminescence, 30 min; AID 1019; inhibition, % at 20 µM;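 active means over 50% inhibition of intestinal alkaline phosphatase at 20 µM in the single-dose screen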
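Incubation: 30 min reaction at room temperature / Material: purified bovine intestinal alkaline phosphatase (IAP) enzyme / Input: enzyme at 1/65,000,000 dilution / Dosing: 20 µM single dose / Signal: CDP-star luminescence signal / Reagent: CDP-star chemiluminescent phosphatase substrate, 30 µM final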
Numbers without * were called inactive; / = no result given.

The line under a structure holds: Lmaj promast	PPARg SRC-2 ag	PPARg SRC-3 ag	Redox H2O2 prof	TR-FRET SRC-2 ct	S1P3 antagonist	ROMK primary	PPARg SRC-1 ag	bIAP act	TLR4 MyD88 comp	bIAP inhibitor
Cc1cc(=O)n2nc(N3CCCC(C(=O)NCCc4ccccc4)C3)sc2n1 (stereo not drawn)
 : -7	8	1	-1.1	1668	-3	/	3	0.9	3	8
CC(C)c1cccc(OCCCCN(C)C)c1
 : 86*	-4	-1	-1.1	1606	-4	-0.0014	8	1	-7	-5
CCOC(=O)C1CCCN(C(=O)c2cc(Nc3ccc(OC)c(OC)c3)nc3ccccc23)C1 (stereo not drawn)
 : 8	6	-4	-0.8	1757	18	0.28	10	1	2	5
Cc1ccc2oc(=O)c3cnn(CC(=O)N4CCCCC4C)c3c2c1 (stereo not drawn)
 : 4	9	4	-0.1	1689	-18	/	7	1	-8	-4
O=C(COC(=O)CNC(=O)c1ccc(-c2ccccc2)cc1)NCc1ccco1
 : -7	5	1	-1.4	1532	1	0.7	3	1	2	-1
Cc1cc(C)cc(C(=O)N2CC(C)SC2=Nc2cccc(S(=O)(=O)N(C)C)c2)c1 (stereo not drawn)
 : 98*	4	2	0.2	1499	-5	/	2	0.8	-1	16
COc1ccc(Nc2ncnc3c2cnn3Cc2ccc(C)cc2)cc1
 : 90*	2	2	-0.1	1404	/	-0.058	-1	1	-6	0
O=C(NC(Cc1ccc(F)cc1)C(=O)O)c1ccccc1 (stereo not drawn)
 : 70*	5	4	1.5	1422	-1	/	5	0.9	-1	8
COC(=O)c1cccc(S(=O)(=O)N2CCC(n3nnc4cc(F)ccc43)CC2)c1
 : -2	9	4	0.9	1664	-15	1.2	6	0.8	-9	16
CCCCn1c(CN2CCN(C(=O)c3ccco3)CC2)nc2c1c(=O)n(C)c(=O)n2C
 : -6	5	4	-0.6	1539	-5	/	4	0.9	-1	12
O=c1c2[nH]c3ccc(F)cc3c2ncn1CCCn1ccnc1
 : 15	8	3	0.1	1552	-4	/	12	0.9	8	8
COc1cccc(NC(=O)c2cccnc2)c1
 : 3	-1	4	-4.2	1607	5	0.47	-2	1	0	5
CC(C)CNc1nc(S(=O)(=O)c2ccccc2)c(Cl)s1
 : 11	9	2	-0.6	1474	2	-2	-5	1	7	-1
CCn1c(SCc2nc3ccccc3c(=O)[nH]2)nnc1C(C)NC(=O)c1ccccc1F (stereo not drawn)
 : -2	-4	0	-0.6	1626	4	-0.0066	-3	1	2	1
COc1nnc(-c2ccc(N3CCOCC3)c(NC(=O)c3ccco3)c2)c2ccccc12
 : 20	4	-5	1.8	1554	14	-1.1	-3	1	-2	-2
COc1cc(C=NCC2OCCc3ccccc32)cc(OC)c1 (stereo not drawn)
 : -5	2	5	-0.4	1658	-17	-0.49	2	0.7	-15	29
COc1ccc(NC(=O)Cc2ccccc2F)cn1
 : 0	8	-2	-1.0	1623	11	-0.82	3	1	-4	2
CCc1ccc(CC)c(S(=O)(=O)Nc2ccc(O)c(C(=O)O)c2)c1
 : -5	8	-5	0.9	1523	-8	/	0	0.9	9	5
O=C1S/C(=C\C=C\c2ccco2)C(=O)N1c1ccc(O)cc1
 : 2	-10	4	0.6	1483	-3	/	-7	1.6	-4	-59
CCOC(=O)CC(=O)CSc1nc2c(cc1C#N)CCCCC2
 : -1	0	-4	1.6	1731	/	-1.4	0	0.9	14	14
Cc1cc(Cl)ccc1OCC(=O)N/N=C1\CCCc2ccccc21
 : -1	3	6	-5.2	1658	/	/	2	1	-4	-4
COCCn1nnnc1CN1CCOCC1
 : -4	1	0	1.0	1533	-8	/	3	1	1	3
Cc1cccnc1NC(=S)NC(=O)c1cncc(Br)c1
 : -5	-5	2	-3.7	1484	/	/	-6	1	-3	0
COc1ccc(/C=N/NC(=S)Nc2ccccc2)cc1COc1ccc(F)cc1
 : 3	-13	-7	1.0	1477	4	0.67	-12	0.9	-15	10
Cc1cccc(C(CC(=O)N2CCCC2)c2ccccc2)c1O (stereo not drawn)
 : 3	0	-8	1.1	1672	-12	/	-2	1	1	-1
O=C(O)c1ccc(NC2=C(N3CCOCC3)C(=O)c3ccccc3C2=O)cc1
 : 34	-1	4	0.2	1724	-9	-1	8	1.1	-17	-6
CC(C)OC(=O)CC(=O)CSc1nc2c(cc1C#N)CCCCCC2
 : -4	-2	2	0.1	1516	/	/	1	1	7	0
Cc1ccc(Nc2ccc(-n3ccnc3)nn2)cc1C
 : 32	1	-1	-4.3	1785	/	1.4	2	0.9	14	14
COc1ccc(S(=O)(=O)N2CCCCCC2)cc1C(=O)OCC(=O)Nc1cc(C)on1
 : 4	6	7	-0.3	1835	-17	0.56	16	1	8	0
O=C(OCCN1C(=O)c2ccccc2C1=O)c1cccc(OC(F)F)c1
 : 0	3	-7	-0.9	1469	-20	/	-4	0.9	2	8
O=C(Sc1nnnn1C1CCCCC1)c1cccs1
 : -5	4	11	2.2	1683	-25	/	7	0.9	-2	7
CNC(=S)N/N=C/c1ccccc1Cl
 : -4	4	2	-0.1	1344	4	-0.67	1	0.9	6	6
COc1ccc(-c2ccc(=O)n(CC(=O)Nc3cccc(O)c3)n2)cc1OC
 : -5	-13	0	1.5	1523	-11	1.4	0	/	5	/
CN1C/C(=C\c2ccc(N3CCOCC3)cc2)C(=O)/C(=C/c2ccc(N3CCOCC3)cc2)C1
 : 100*	2	0	0.1	1418	-16	/	1	0.7	2	26
CC(C)Cc1nc(SCC(=O)NCc2ccccc2)n[nH]1
 : 1	-5	-12	3.2	1521	-17	/	-5	0.9	13	10
COc1ccc(C(=O)CSc2ncn[nH]2)cc1OC
 : -1	-1	5	0.8	1550	-43	/	-2	1.4	8	-45
COc1ccc(C2N(c3cc(Cl)ccc3OC)C(=O)C3CCCN32)c(OC)c1 (stereo not drawn)
 : -4	-3	3	-1.9	1721	-10	/	4	1.1	-10	-12
O=C(COc1ccccc1)NCC(=O)N/N=C/c1cc(Br)ccc1OCc1ccccc1
 : 10	8	4	-0.4	1679	-15	0.11	-2	0.9	-4	13
CC(=O)Nc1ccc(S(=O)(=O)NCc2ccc(C(=O)NCc3ccc(Cl)cc3)cc2)cc1
 : -1	4	0	0.2	1533	/	0.49	-1	0.9	13	13
CCOCCCNC(=O)C(c1ccc(OC)cc1)N(Cc1ccc2c(c1)OCO2)C(=O)CNC(C)=O (stereo not drawn)
 : -4	5	9	0.9	1698	/	/	-1	0.9	7	12
NCCNc1ccc([N+](=O)[O-])c(NC2CC2)c1
 : 17	-11	-2	-0.4	1310	-18	-0.89	-1	1	-7	-1
CCOC(=O)c1c(NC(=O)CN(C)C2CCN(C)CC2)sc(C(=O)Nc2ccccc2)c1C
 : 101*	12	5	-1.2	1751	-6	-0.86	-2	1.1	-1	-12
COc1cccc(N2CCN(c3c(C#N)c(C(F)(F)F)nn3C)CC2)c1
 : 80*	-2	6	0.1	1570	/	-4.1*	5	0.9	-6	5
CCOC(=O)N1CC=C2C(C#N)=C(N)C(C#N)(C#N)[C@H](c3cccs3)[C@H]2C1
 : 42	2	3	2.4	1489	/	-1.8	-4	1	1	0
CN(C)c1ccc(CN2CCCC(O)C2)cc1 (stereo not drawn)
 : 15	0	-5	-0.6	1463	3	/	2	0.8	-10	17
OCCNCC(O)Cn1ccc2ccccc21 (stereo not drawn)
 : -5	-2	6	2.0	1511	-23	/	0	1	-1	3
O=C(NCc1cccnc1)c1ccc(S(=O)(=O)N2CCCCC2)cc1
 : -2	9	3	0.4	1559	/	-0.39	7	0.7	-5	34

Shown with tabs: 8 of the compounds above
Molecule	Lmaj promast	PPARg SRC-2 ag	PPARg SRC-3 ag	Redox H2O2 prof	TR-FRET SRC-2 ct	S1P3 antagonist	ROMK primary	PPARg SRC-1 ag	bIAP act	TLR4 MyD88 comp	bIAP inhibitor
O=C(Sc1nnnn1C1CCCCC1)c1cccs1	-5	4	11	2.2	1683	-25	/	7	0.9	-2	7
CNC(=S)N/N=C/c1ccccc1Cl	-4	4	2	-0.1	1344	4	-0.67	1	0.9	6	6
COc1ccc(-c2ccc(=O)n(CC(=O)Nc3cccc(O)c3)n2)cc1OC	-5	-13	0	1.5	1523	-11	1.4	0	/	5	/
CN1C/C(=C\c2ccc(N3CCOCC3)cc2)C(=O)/C(=C/c2ccc(N3CCOCC3)cc2)C1	100*	2	0	0.1	1418	-16	/	1	0.7	2	26
CC(C)Cc1nc(SCC(=O)NCc2ccccc2)n[nH]1	1	-5	-12	3.2	1521	-17	/	-5	0.9	13	10
COc1ccc(C(=O)CSc2ncn[nH]2)cc1OC	-1	-1	5	0.8	1550	-43	/	-2	1.4	8	-45
COc1ccc(C2N(c3cc(Cl)ccc3OC)C(=O)C3CCCN32)c(OC)c1 (stereo not drawn)	-4	-3	3	-1.9	1721	-10	/	4	1.1	-10	-12
O=C(COc1ccccc1)NCC(=O)N/N=C/c1cc(Br)ccc1OCc1ccccc1	10	8	4	-0.4	1679	-15	0.11	-2	0.9	-4	13
